SMN2 splice enh – qHTS Assay for Enhancers of SMN2 Splice Variant Expression; 210,000 compounds, 2.8% hits; AID 1458, 2008; HEK293 SMN2-luciferase splicing reporter, luminescence, 30-36 h; Potency, µM (titrated, usually from 46.1 µM), for inactives: at the highest dose activity change, positive = activation, hits mostly activators; note: potency is the fitted concentration of half-maximal effect; % of control where 0% means no effect; nearly all actives have a fitted effect of over 55% in size
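HEK293 cells carry an SMN2 […]–luciferase reporter in which exon 7 inclusion puts luciferase in frame. Cells were plated 10-12 h before compound addition, then incubated 30-36 h at 37C. ONE-Glo luminescence was read; sodium butyrate at 4.5 mM final served as control.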
CBFb-RUNX1 inh – qHTS Assay for Compounds Blocking the Interaction Between CBF-beta and RUNX1 for the Treatment of Acute Myeloid Leukemia; AlphaScreen CBFb-His/RUNX1-biotin binding, biochemical; Runt-related transcription factor 1 (Homo sapiens) + Core-binding factor subunit beta …; 230,000 tested, under 10 active; Potency, µM (doses to about 59.8 µM), without a hit: top-dose activity, negative = inhibition, hits mostly inhibitors; AID 1477, 2009; note: % of control where 0% means no effect
Target sequence (Q01196 whole entry, looked up): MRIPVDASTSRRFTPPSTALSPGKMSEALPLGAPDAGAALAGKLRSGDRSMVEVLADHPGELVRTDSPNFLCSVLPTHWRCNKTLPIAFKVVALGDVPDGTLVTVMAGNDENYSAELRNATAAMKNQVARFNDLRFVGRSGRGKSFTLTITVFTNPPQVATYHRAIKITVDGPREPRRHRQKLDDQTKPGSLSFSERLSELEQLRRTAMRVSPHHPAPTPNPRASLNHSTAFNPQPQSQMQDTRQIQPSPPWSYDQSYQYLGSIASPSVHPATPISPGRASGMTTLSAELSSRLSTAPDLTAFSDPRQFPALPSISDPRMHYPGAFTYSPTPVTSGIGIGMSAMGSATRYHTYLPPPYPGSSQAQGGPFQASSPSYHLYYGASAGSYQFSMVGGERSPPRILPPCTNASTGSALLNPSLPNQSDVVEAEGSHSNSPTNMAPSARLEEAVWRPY
Target sequence (Q13951 whole entry, looked up): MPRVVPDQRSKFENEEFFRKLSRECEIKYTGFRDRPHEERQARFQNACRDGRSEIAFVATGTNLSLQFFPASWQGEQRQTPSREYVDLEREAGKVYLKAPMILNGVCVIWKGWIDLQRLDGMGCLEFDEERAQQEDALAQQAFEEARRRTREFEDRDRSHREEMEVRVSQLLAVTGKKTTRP
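Bead-based AlphaScreen assay; binding partners His-tagged CBF-beta and biotinylated RUNX1 at 30 nM each. Compound exposure 15 min after a 20-min protein preincubation; bead step 90 min; all steps at room temperature.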
Lamin A splicing – qHTS Assay for Modulators of Lamin A Splicing; HeLa LMNA splicing GFP/RFP minigene ratio, 48 h; Potency, µM (titrated, usually from 46.1 µM), for inactives: at the highest dose ratio change, negative = inhibition, most hits filed as inhibitors; 200,000 compounds, 0.01% hits; AID 1487, 2009; active = well fitted inhibition curve with a large enough effect in the signal ratio, with a control signal flat, not every such curve was filed as active; inconclusive = small, poorly fitted or top-dose-only effect, or effect the other way, or a change in a side signal; the % refers to the signal ratio; note: potency is the fitted concentration of half-maximal effect; % is set by controls: 0 for no effect and ±100 for the full control effect
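S3 HeLa stable clones carrying a lamin A-EGFP splicing minigene plus DsRed2 were seeded at 600 cells/well in Opti-MEM with 2% FBS, pin-dosed and incubated 48 h at 37°C. Acumen cytometry (488 nm) gave the GFP/RFP total-intensity ratio.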
IMPase Li cell – qHTS Assay for Identifying the Cell-Membrane Permeable IMPase Inhibitors: Potentiation with Lithium | CHO-M1 cells, IP1 TR-FRET (IP-One), carbachol + lithium | Potency, µM (series often up to 59.4 µM), for inactives: top-dose activity, negative = IMPase inhibition, actives largely listed as inhibitors | 210,000 compounds, 0.35% hits;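 note: IP1 builds up when IMPase is blocked and the TR-FRET signal falls; potency is the fitted concentration of half-maximal effect; plate controls were basal vehicle for no effect and high inhibitor control for full effect; nearly all actives have a fitted effect of over 50% in size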
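IP1 accumulation measured by competitive TR-FRET in lysed CHO-M1 cells after 30 min compound exposure at 37C, with a small lithium addition to potentiate weak responses. Hill-equation AC50 from ratio and donor-channel data.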
HTT aggregate – qHTS Multiplex Assay to Identify Dual Action Probes in a Cell Model of Huntington: Aggregate Formation (GFP); 220,000 compounds, 1.1% hits; PC12 HttQ103-GFP aggregates, Acumen cytometry, 40 h; Potency, µM (top dose mostly 46.1 µM), for the others: at the top dose activity change, negative = inhibition, hits mostly inhibitors; AID 1688, 2009; note: potency is the fitted concentration of half-maximal effect; % is set by controls: 0 for no effect and ±100 for the full control effect; nearly all actives have a fitted effect of over 60% in size
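Aggregate formation scored by laser-scanning cytometer (488 excitation, 500–530 emission) in lysed PC12 cells expressing Q103-GFP after 100 nM tebufenozide induction; library tested in dose series, with ATPLite reagent added in the multiplex.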
KinaseGlo FLuc – Counterscreen for Luciferase (Kinase-Glo TM) Inhibition; Luciferin 4-monooxygenase (Photuris pensylvanica), Q27757; Kinase-Glo luciferase, ATP luminescence, 8 min; Potency, µM (series often up to 38.3 µM), without a hit: at the highest dose activity change, negative = inhibition, hits mostly inhibitors; 200,000 compounds, 0.28% hits; note: potency is the fitted concentration of half-maximal effect; % is set by controls: 0 for no effect and ±100 for the full control effect; nearly all actives have a fitted effect of over 60% in size
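Inhibition of Kinase-Glo luciferase light generation was assessed at 10 uM ATP in pH 7.2 imidazole buffer, with luminescence measured after eight minutes at ambient temperature.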
HTT ATP protect – qHTS Multiplex Assay to Identify Dual Action Probes in a Cell Model of Huntington: Cytoprotection (ATP); 230,000 compounds, 0.14% hits; Potency, µM (top dose mostly 56.4 µM), inactives show cytoprotection (ATP increase), hits mostly activators; PC12 HTT-Q103 induced, cytoprotection, ATP luminescence, 40 h; AID 1471, 2008;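 note: potency is the fitted concentration of half-maximal effect; % of control where 0% means no effect; nearly all actives have a fitted effect of over 45% in size; toxic huntingtin expression switched on by the ecdysone agonist tebufenozide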
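Cells were plated at 1500 per well in phenol red-free DMEM with 5% equine and 5% calf serum. Tebufenozide (100 nM final) and compounds were added, then ATPlite reagent, and luminescence was read.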
* hit, by the source's call; u = inconclusive; x = no result given; [ ] = remark or other dose. Unless noted, calls come from the whole dose curve; as a rule, active = well fitted curve in the direction sought with a large enough effect; inconclusive = small, poorly fitted or top-dose-only effect, or another doubt; inactive = no such curve, though single readings can be large; an effect the other way counts as inactive or inconclusive.

Results follow in this order: SMN2 splice enh	CBFb-RUNX1 inh	Lamin A splicing	IMPase Li cell	HTT aggregate	KinaseGlo FLuc	HTT ATP protect
O=C(c1ccc(F)cc1)N1CCCCC(S(=O)(=O)c2ccccc2)C1=O (stereo not given)
    9%	-7%	-7%	-2%	16%	0%	x
COc1ccccc1N1CCN(CC(=O)NCC2CCCO2)CC1 (stereo not given)
    -6%	-13%	0%	10%	2%	2%	14%[10 µM]
CC(=O)Nc1cccc(NC(=O)CSc2ccc(C(F)(F)F)cc2[N+](=O)[O-])c1
    21%	-4%	-4%	4%[38.3 µM]	15%	-6%	16%
Cc1ccsc1/C=N/n1c(-c2ccccn2)n[nH]c1=S
    5%	-5%	3%	3%	0%	-1%	x
NNC(=O)CSc1c(-c2cccs2)[nH]c2ccccc12
    -15%	-7%	-11%	5%	14%	0%	18%[10 µM]
Cc1c(C(=O)c2ccccc2)c(=O)n(C)c(=O)n1C
    x	6%	x	-4%	19%	x	-26%
O=C(O)CCN1C(=O)/C(=C/c2ccc(-c3nc4ccccc4s3)o2)SC1=S
    -9%	-1%	-5%	3%[38.3 µM]	18%	6%	-4%
O=C(COC(=O)c1cccnc1)c1ccc(Cl)c(Cl)c1
    -2%	1%	-2%	-2%[38.3 µM]	-1%	-3%	12%
Cc1cc(OC(=O)c2ccccc2Cl)ccc1N1C(=O)CCC1=O
    5%	2%	5%[46 µM]	1%	1%	-1%	-10%[10 µM]
C/C(=N\NC(=O)CCCC(=O)O)c1c(-c2ccccc2)c2cc(Cl)ccc2[nH]c1=O
    x	0%	x	x	15%[9.22 µM]	x	-7%[10 µM]
CC(C)(C)NC(=O)C1CCN(S(=O)(=O)c2ccc(Br)cc2)CC1
    1%	6%	5%	13%[38.3 µM]	0%	4%	15%
COc1cc(C(=O)N2CCCc3ccccc32)cc(OC)c1OC
    13%	-5%	u	2%	5%	-1%	-9%[10 µM]
CCCN1C(=O)c2cc(C(=O)NC3CCCC3)ccc2C1O (stereo not given)
    -4%	7%	-2%	6%[38.3 µM]	-15%	15%	-17%
COc1cccc(NC(=O)COc2nc3ccccc3nc2C)c1
    -20%	1%	-3%	-12%	22%	4%	x
CCSC1(SCC)N=C(N)C2(C#N)C(c3ccccc3)NC3=C(CCC3)C12C#N (stereo not given)
    20%	-3%	-17%	20%[38.3 µM]	19%	-3%	u
CCCS(=O)(=O)N1CCC(C(=O)c2cccc(C(F)(F)F)c2)CC1
    28%	12%	u	9%[38.3 µM]	-4%	-2%	-20%
CC(C)N1CCc2c(sc(NC(=O)CN3C(=O)c4ccccc4C3=O)c2C(N)=O)C1
    0%	-2%	-7%[46 µM]	9%	7%[9.22 µM]	0%	-11%
COc1cc(/C=C(/C#N)c2nc3ccccc3c(=O)[nH]2)ccc1O
    5%	3%	14%	6%	24%	-2%	0%[10 µM]
Cc1cccc(Cn2ccc(NC(=O)c3ccc4c(c3)OCO4)n2)c1
    -4%	-1%	x	-4%	-19%	1%	-49%[inhibitor]
COc1cccc2c1OCC(CN1CCN(Cc3ccccc3)C(CCO)C1)=C2 (stereo not given)
    x	11%	-15%[46 µM]	30%[activator]	6%[9.22 µM]	-4%	0%[10 µM]
C1CCCN(c2nc3nonc3nc2N2CCCCCC2)CC1
    -13%	8%	u	12%	18%	1%	15%
Cc1[nH]c2ccccc2c1/C=N/NS(=O)(=O)c1ccccc1
    -1%	-2%	x	11%	-13%	0%	x
CCn1cc([C@@H]2C[C@H]3CN(Cc4cccc(Cl)c4)C(=O)[C@]34CCCN24)c(C)n1
    -3%	2%	-6%[46 µM]	19%	-29%[9.22 µM]	-5%	-16%[10 µM]
O=C(CSc1nc2ccccc2[nH]1)NCCN1CCCCC1
    -3%	-3%	-4%	-12%[38.3 µM]	0%	0%	26%
CCCn1nc(C(=O)NCc2ccc3c(c2)OCO3)c2ccccc2c1=O
    5%	9%	x	-3%	-10%	0%	-39%
O=C(c1ccco1)N1CCC2(CCCN(Cc3ccncc3)C2)CC1
    -9%	x	x	15%	x	1%	u
C=CCNc1nc(NCc2ccco2)nc(OCC)n1
    14%	3%	13%	23%[38.3 µM]	-12%	0%	5%
CCCNC(=O)CN(C)C(=O)c1n[nH]c2ccccc12
    1%	1%	-1%	-1%[38.3 µM]	2%	-3%	-16%
O=C(NC(=S)Nc1cc([N+](=O)[O-])ccc1O)c1cccnc1
    -6%	-22%	x	0%	-25%	1%	-144%[inhibitor]
CN1CCN(C(=S)c2cn(Cc3ccc(Br)cc3)c3ccccc23)CC1
    -13%	u	-2%[9.22 µM]	6%	-19%	0%	-41%[inhibitor]
O=C(CCCc1cccs1)Nc1nc(-c2ccc(F)cc2)cs1
    -44%[inhibitor]	-2%	u	-3%	7%	4%	16%[10 µM]
CCC(C)(C)NC(=O)C(c1ccccc1)N(Cc1cccnc1)C(=O)c1csnn1 (stereo not given)
    -33%[inhibitor]	5%	-5%	5%	-12%	2%	3%[1.9 µM]
O=C1CC(=Nc2ccccc2)NN1c1ccccc1
    -2%	-3%	1%	-19%[38.3 µM]	-15%	2%	-2%
NC(=O)C1=C[C@H](c2ccc(C(F)(F)F)cc2)C[C@H](OCc2ccc(CO)cc2)O1
    x	13%	x	-4%	2%[9.22 µM]	x	19%[10 µM]
CCCCS(=O)CC(O)COCC (stereo not given)
    -1%	-2%	13%	1%[38.3 µM]	21%[9.22 µM]	-1%	12%
O=C(CCC(=O)N/N=C/c1ccccc1O)NCc1ccccc1
    9%	5%	4%	4%	10µM*	0%	4%[10 µM]
O=c1cc(NS(=O)(=O)c2ccccc2)nc(SCc2ccc(Cl)cc2)[nH]1
    -1%	-4%	u	4%	-10%	3%	11%[1.9 µM]
O=C(Cn1nnc(-c2ccccc2Cl)n1)N/N=C/c1ccc(-c2cccc(Cl)c2)o1
    5%	3%	-1%	14%	-18%	4%	14%[10 µM]
Cc1cc(C)nc(N/C(=N\S(=O)(=O)Cc2ccccc2)Nc2ccc(F)c(Cl)c2)n1
    -7%	14%	-3%	8%	18%	-1%	0%[10 µM]
CC1=C(C(=O)OCc2ccccc2)C(c2ccc(C#N)cc2)NC(=O)N1CCCC(=O)O (stereo not given)
    14%	4%[2.36 µM]	-7%	0%	27%	-1%	x

Given with tabs: entries from further up.
molecule	SMN2 splice enh	CBFb-RUNX1 inh	Lamin A splicing	IMPase Li cell	HTT aggregate	KinaseGlo FLuc	HTT ATP protect
CCCNC(=O)CN(C)C(=O)c1n[nH]c2ccccc12	1%	1%	-1%	-1%[38.3 µM]	2%	-3%	-16%
Cc1ccsc1/C=N/n1c(-c2ccccn2)n[nH]c1=S	5%	-5%	3%	3%	0%	-1%	x
O=C(CSc1nc2ccccc2[nH]1)NCCN1CCCCC1	-3%	-3%	-4%	-12%[38.3 µM]	0%	0%	26%
CCn1cc([C@@H]2C[C@H]3CN(Cc4cccc(Cl)c4)C(=O)[C@]34CCCN24)c(C)n1	-3%	2%	-6%[46 µM]	19%	-29%[9.22 µM]	-5%	-16%[10 µM]

Carrying on.
Results follow in this order: SMN2 splice enh	CBFb-RUNX1 inh	Lamin A splicing	IMPase Li cell	HTT aggregate	KinaseGlo FLuc	HTT ATP protect
COc1cc(/C=N\NC(=O)c2nonc2N)c(OC)cc1Br
    4%	19%	-17%	-27%	3%	-3%	x
CCOC(=O)N1CCN(C(=O)C2CCN(Cc3nc(-c4ccccc4C)oc3C)CC2)CC1
    -42%[inhibitor]	2%	5%	-3%[38.3 µM]	-3%	-1%	-25%
O=C(N/N=C/c1ccco1)c1ccc(Br)o1
    3%	3%	7%	12%[38.3 µM]	-11%	-7%	6%
CCCCn1c(SCc2nc(N)nc(N3CCCCC3)n2)nc2c1c(=O)n(C)c(=O)n2C
    -14%	-8%	2%	-26%	7%	15%	x
CC(=O)c1sc(NC(=O)C2=NN(c3ccccc3)C(=O)CC2)nc1C
    8%	-4%	-13%[46 µM]	-7%	5%	3%	-64%[inhibitor]
COc1ccc(-c2cc(C(F)F)n3ncc(C(=O)N4CCSCC4)c3n2)cc1
    28%	17%	-1%	24%[38.3 µM]	-12%	2%	-11%
CCN(CC)CCCNC(=S)N(Cc1cccs1)Cc1cc2cc3c(cc2[nH]c1=O)OCCO3
    -13%	-13%	u	22%	x	-7%	x
CCN1CCN(C(CNS(=O)(=O)c2cccs2)c2cccnc2)CC1 (stereo not given)
    x	8%	x	x	-25%[9.22 µM]	x	12%[10 µM]
N#C/C(=C\c1ccccc1O)C(=O)Nc1cccnc1
    x	u	x	x	-3%[9.22 µM]	x	-4%[10 µM]
O=C(c1cc2cc([N+](=O)[O-])ccc2oc1=O)n1cccn1
    0%	-1%	x	0%	8%[9.22 µM]	-3%	-7%
O=C(N/N=C/c1cccc(O)c1)c1ccc(NC(=O)c2cccc([N+](=O)[O-])c2)cc1
    -1%	-8%	-7%[46 µM]	2%	21%	-2%	-26%
CC1(C)CC[C@]2(C(=O)O)CC[C@]3(C)C(=CC[C@@H]4[C@@]5(C)CC[C@H](O)C(C)(C)[C@@H]5CC[C@]43C)[C@@H]2C1
    x	0%	x	x	-28%[9.22 µM]	x	-2%[10 µM]
COCCOC(=O)C1=C(C)N=C2SCCC(=O)N2C1c1cccc(Br)c1 (stereo not given)
    x	2%	-1%	33%[38.3 µM]	0%	2%	-16%
COCC(C)n1c(C)cc(C(=O)COC(=O)c2ccc3c(c2)NC(=O)CS3)c1C (stereo not given)
    -25%	-22%	-2%	9%	27%	0%	-1%[10 µM]
CC1(CCc2ccccc2)NC(=O)N(Cc2nnc(-c3ccccc3Br)o2)C1=O (stereo not given)
    -19%	4%	u	1%[38.3 µM]	5%	0%	15%[10 µM]

Assay outcomes as filed in PubChem BioAssay.
